# TrxR1 substrate = qHTS Assay for Substrates of Mammalian Selenoprotein Thioredoxin Reductase 1 (TrxR1): qHTS. Thioredoxin reductase 1, cytoplasmic (Rattus norvegicus), O89049. purified TrxR1 substrate turnover, NADPH consumption readout. Potency, µM (top dose mostly 114 µM), for the others: top-dose activity change, negative = substrate turnover. hit rate 0.01% among 390,000. AID 588456, 2011; further: potency means the concentration at half of the fitted maximal effect; on the % scale 0 is the no-effect control and ±100 the full control effect; nearly all actives have a fitted effect of over 50% in size
#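 Rat TrxR1, dispensed at 90 nM, was prereduced with 400 uM NADPH (final) for 5 min at ~22 deg C, then incubated with compound 15 min before 400 uM selenite. A first-read NADPH fluorescence drop versus no-compound background flagged substrates.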
# LDHA inh = qHTS assay for inhibitors of human lactate dehydrogenase; activity change, % (values are at about 110 or 230 µM); purified LDHA, NADH/diaphorase-resazurin fluorescence; stronger effect = lower value; AID 1347041, 2019; hit rate 0.15% among 480,000; in the data active means activity change below about -30%; inconclusive means mostly about -25% to -30%;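 further: plate controls were DMSO wells for no effect and wells without enzyme for full effect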
#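 Human LDH5 at 2 nM final in Tris HCl pH 7.4 with 0.06 mM NADH and 0.2 mM pyruvate, reacted 5 minutes at room temperature. Remaining NADH coupled via diaphorase/resazurin; resorufin fluorescence read at 0 and 20 minutes, normalized to enzyme-free and DMSO wells.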
# GRP78 ERSR act = qHTS for Inducers of the Endoplasmic Reticulum Stress Response (ERSR) in Human Glioma: qHTS | U87-MG GRP78 promoter luciferase reporter, 16 h | Potency, µM, without a hit: top-dose activation, actives largely listed as activators | hit rate 0.02% among 420,000; further: potency means the concentration at half of the fitted maximal effect; series mostly up to about 76 µM; % of control where 0% means no effect; nearly all actives have a fitted effect of over 35% in size
#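 Stably transfected U87-MG glioma cells carrying a GRP78-based luciferase sensor; 16 h compound incubation. Luminescence end-point read 10 min after Bright-Glo addition at room temperature.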
# IDH1 R132H inh = qHTS for Inhibitors of mutant isocitrate dehydrogenase 1 (IDH1): qHTS; Potency, µM (series often up to 76.6 µM), for inactives: top-dose activity change, negative = inhibition, usual class: inhibitors; hit rate 0.093% among 390,000; IDH1-R132H enzyme, NADPH consumption, diaphorase/resazurin fluorescence; AID 602179, 2012; further: potency means the concentration at half of the fitted maximal effect; on the % scale 0 is the no-effect control and ±100 the full control effect; nearly all actives have a fitted effect of over 65% in size
#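 IDH1-R132H (0.5 ug/mL) preincubated 30 min with compound, then NADPH (0.016 mM) and alpha-KG (2 mM) added; 80 min at RT, pH 7.5. Remaining NADPH coupled via diaphorase/resazurin to fluorescence (540/590 nm); concentration-response curves normalized to no-enzyme control.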
# Vif-A3G inh = qHTS for Inhibitors of Vif-A3G Interactions: qHTS; HeLa A3G-eYFP + Vif (tagged APOBEC3G with the HIV-1 protein that degrades it), YFP fluorescence, overnight; DNA dC->dU-editing enzyme APOBEC-3G (Homo sapiens), Q9HC16; Potency, µM (series often up to 46.1 µM), for the others: at the top dose activity, negative = active, hits mostly inhibitors; hit rate 0.076% among 410,000;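 further: potency means the concentration at half of the fitted maximal effect; on the % scale 0 is the no-effect control and ±100 the full control effect; nearly all actives have a fitted effect of over 60% in size; hits raise eYFP signal because A3G escapes Vif-driven loss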
#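 Read-out is eYFP fluorescence (Ex 488/Em 500-530) from Vif-expressing HeLa A3G-eYFP cells; more signal means A3G escaped Vif-mediated degradation. Cells plated overnight, compound pinned in, incubated overnight at 37 deg C.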
# Vif-APOBEC3F blk = qHTS for Inhibitors of Vif-A3F Interactions: qHTS; HeLa A3F-eYFP + Vif (tagged APOBEC3F with the HIV-1 protein that degrades it), YFP fluorescence increase; Potency, µM (series often up to 46.1 µM), for the others: top-dose activity, negative = active; hit rate 0.2% among 390,000; further: potency means the concentration at half of the fitted maximal effect; % of control where 0% means no effect; nearly all actives have a fitted effect of over 65% in size
#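 HeLa cells stably expressing Vif plus C-terminally eYFP-tagged A3F were seeded, incubated overnight at 37 deg C, dosed with compound, incubated overnight again at 37 deg C. Yellow fluorescence (Ex 488/Em 500-530) reported blocked Vif-mediated A3F-eYFP degradation.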
# USP1 inh = Inhibitors of USP1/UAF1: Primary Screen | recombinant USP1/UAF1, Ub-Rhodamine cleavage fluorescence | Potency, µM (doses to about 57.1 µM), inactives show top-dose activity change, negative = inhibition, most hits filed as inhibitors | hit rate 0.23% among 390,000; further: potency means the concentration at half of the fitted maximal effect; on the % scale 0 is the no-effect control and ±100 the full control effect; nearly all actives have a fitted effect of over 60% in size; inactives centre near -12
# Target sequence (O94782 whole entry, looked up): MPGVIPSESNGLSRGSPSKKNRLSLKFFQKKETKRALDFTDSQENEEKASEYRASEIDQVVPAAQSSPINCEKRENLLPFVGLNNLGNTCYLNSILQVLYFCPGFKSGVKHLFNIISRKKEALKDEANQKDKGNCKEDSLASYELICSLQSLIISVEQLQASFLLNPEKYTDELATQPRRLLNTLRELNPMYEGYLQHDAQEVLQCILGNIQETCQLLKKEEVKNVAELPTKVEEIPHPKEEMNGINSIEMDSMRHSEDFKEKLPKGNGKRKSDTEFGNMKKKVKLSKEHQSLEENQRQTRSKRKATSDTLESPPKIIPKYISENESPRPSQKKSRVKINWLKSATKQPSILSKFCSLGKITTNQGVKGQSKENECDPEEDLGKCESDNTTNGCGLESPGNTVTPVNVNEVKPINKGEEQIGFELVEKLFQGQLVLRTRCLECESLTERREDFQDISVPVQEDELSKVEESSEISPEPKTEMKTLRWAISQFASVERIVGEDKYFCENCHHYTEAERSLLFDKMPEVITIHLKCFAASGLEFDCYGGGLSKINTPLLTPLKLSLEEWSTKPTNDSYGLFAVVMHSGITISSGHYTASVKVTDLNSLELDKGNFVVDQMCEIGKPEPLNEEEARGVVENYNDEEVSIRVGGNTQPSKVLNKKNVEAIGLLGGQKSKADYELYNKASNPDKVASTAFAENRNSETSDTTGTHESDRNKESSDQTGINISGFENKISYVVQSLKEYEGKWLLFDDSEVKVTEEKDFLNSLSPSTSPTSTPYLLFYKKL
#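 High-throughput fluorogenic screen: 1nM USP1/UAF1 complex, Ub-Rho substrate 150nM final, 50mM HEPES pH 7.8 with 0.5mM EDTA, 0.1 mg/ml BSA, 1mM TCEP and 0.01% Tween-20.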
# RXFP1 ag = qHTS Assay for Agonists of the Relaxin Receptor RXFP1; Relaxin receptor 1 (Homo sapiens), Q9HBX9; Potency, µM (top dose mostly 57.5 µM), inactives show at the highest dose activation, usual class: activators; HEK293T-RXFP1 cAMP TR-FRET, 30 min; response scale: percent of porcine relaxin response, buffer zero; hit rate 0.3% among 370,000; further: potency means the concentration at half of the fitted maximal effect; on the % scale 0 is the no-effect control and ±100 the full control effect; nearly all actives have a fitted effect of over 60% in size; many of its hits are not listed in these tables
#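 Agonist response is measured as cAMP accumulation in an RXFP1-transfected HEK293T line under PDE4 inhibition. Values are scaled between buffer-only and 29 nM porcine relaxin, and EC50s come from standard Hill equation fits.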
# PI4K2A inh = qHTS for small molecular inhibitors of PI4K2A; Phosphatidylinositol 4-kinase type 2-alpha (Homo sapiens), Q9BTU6; purified PI4K2A, ADP-Glo luminescence, 1 h; stronger effect = lower value; activity change, negative = inhibition, % at 76.9 µM; hit rate 0.13% among 420,000; in the data active means activity change below about -50%; inconclusive means mostly about -30% to -49%;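 further: -100% = wells without enzyme as full effect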
#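 ADP-Glo luminescence measured ADP generated by PI4K2A enzyme (4 ug/mL before mixing) with 1.2 mM PI substrate (pre-mix) and 300 microM ATP (pre-mix). Tris pH7.5 buffer with MgCl2, Triton X-100; 1 h reaction at ambient temperature.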
# * marks the source's active call; other numbers are inactive results; u = inconclusive; x = no result given; & = joins results of further samples; [ ] = another dose, or the depositor's remark. Unless noted, the call rests on the fitted dose curve; in most records, active means well fitted curve in the direction sought with a large enough effect; inconclusive means small, poorly fitted or top-dose-only effect, or another doubt; inactive means no such curve, though single readings can be large; an effect the other way counts as inactive or inconclusive. Some of the compounds tested, so the mix of outcomes need not match the whole.
# Every second line gives: TrxR1 substrate, LDHA inh, GRP78 ERSR act, IDH1 R132H inh, Vif-A3G inh, Vif-APOBEC3F blk, USP1 inh, RXFP1 ag, PI4K2A inh
- CN(C)c1ccc(/C=C(/NC(=O)c2ccccc2)C(=O)N/N=C/c2ccc([N+](=O)[O-])c(O)c2)cc1
  3.3%[11.4 µM], 8.2, -8.9%, 1.9%, -18.1%, 1.2%, -23.8%, -1.1%, -8.2
- CC(O)c1nc2ccc(C(=O)O)cc2[nH]1 (configuration not stated)
  4.4%, -0.2, 1.6%, 0.9%, -0.7%, 6.8%, -8.1%, -4.5%, -2.6
- O=C(O)C1CCN(C(=O)CSc2nc3ccccc3s2)CC1
  0.7%[57.1 µM], -15.0, -5.2%, -5.8%, 0.9%, 10.9%, -8.2%, -0.5%, 1.3
- CC(CCc1ccccc1)NC(=O)C1CCN(S(=O)(=O)N2CCCCC2)CC1 (configuration not stated)
  9.0%, -15.8, -3.4%, 0.5%, -4.8%, -9.0%, -13.9%, 0.7%, -0.1
- COc1ccc(CCNC(=O)CCC(=O)N2CC(C)Oc3ccc(Cl)cc32)cc1OC (configuration not stated)
  0.6%[57.1 µM], -1.6, -4.7%, 12.5%, -3.6%, 3.0%, -13.3%, -0.1%, -3.1
- CN(C)c1nccc(NCc2ccccc2)c1C#N
  -2.5%[57.1 µM], -17.5, 6.6%, -2.0%, -0.7%, -7.2%, -1.7%, 0.4%, -1.3
- CC(C)(/C=N/NC(=O)CSCc1ccc(Cl)cc1)CCC#N
  1.1%[57.1 µM], -2.8, -0.3%, -0.1%, -1.9%, 0.1%, -6.7%, 2.1%, 0.3
- Cn1c(C(=O)NCc2cccs2)cc2c(=O)n(C)c3ccccc3c21
  6.2%, 1.4, -3.4%, 12.5%, 0.5%, 2.0%, -20.5%, 11.1%, 0.4
- O=C(CCCC(=O)NN=Cc1cccc(O)c1)NN=Cc1cccc(O)c1
  -8.6%, -3.2, 1.5%, -3.9%, 0.9%, -8.9%, -5.8%, x, 3.5
- O=C(O)c1ccc(NS(=O)(=O)c2ccc(C(=O)Nc3ccccc3)cc2)cc1
  -4.3%, -4.7, -5.2%, 0.3%, -0.9%, 6.7%, -8.2%, 6.0%, 3.9
- O=C(NNS(=O)(=O)c1ccccc1[N+](=O)[O-])c1cccc([N+](=O)[O-])c1
  9.1%, 4.4, -4.6%, 3.0%, -15.1%, -6.8%, -8.1%, 2.0%, -0.5
- CCCC(C(=O)NCc1ccco1)N(CC1CCCO1)C(=O)CNS(=O)(=O)c1ccc(F)cc1 (configuration not stated)
  -4.4%[57.1 µM], -4.2, -3.2%, -2.2%, 1.2%, -20.9%, -8.5%, -0.4%, -1.4
- CN(C(=O)c1ccncc1)C1CCCN(Cc2ccccc2F)C1 (configuration not stated)
  -3.8%, -3.1, 0.6%, -0.3%, 1.5%, 7.3%, -15.3%, 2.0%, 7.5
- Cc1cc(C)c(C#N)c(Sc2ccccc2N)n1
  -5.3%, -2.0, 0.4%, 0.0%, -4.1%, -1.4%, -23.4%, 3.1%, -0.2
- CC(=O)NC(Cc1ccc(F)cc1)C(=O)N1CCN(C(=O)NCc2ccccc2)CC1 (configuration not stated)
  4.7%[57.1 µM], 3.1, 6.1%, 6.0%, 4.4%, 1.2%, -7.6%, 0.9%, 1.6
- O=C(NCc1ccccc1Cl)c1ccc2sc([C@@H]3O[C@H](CO)[C@H](O)[C@H](O)[C@H]3O)nc2c1
  x, -10.7, 0.1%, x, 0.9%, x, x, x, 0.4
- COc1ccc(Cl)cc1N(CC(=O)N1CCCC1)S(C)(=O)=O
  5.9%, 0.6, -2.3%, 3.2%, -0.2%, 3.1%, -11.0%, -0.1%, -1.2
- Cc1cc(=O)oc2cc(OCCSCCN3CCCC3)ccc12
  16.0%[57.1 µM], 2.7, -0.4%, 5.2%, 1.2%, 9.3%, -16.4%, -1.2%, -1.6
- CC(=O)N1CCc2cc(S(=O)(=O)NC(C(=O)Nc3nc(C)cs3)C(C)C)ccc21 (configuration not stated)
  -7.6%, 0.4, -2.1%, 0.0%, -5.6%, -0.3%, -15.3%, 0.4%, -1.9
- C[C@H]1CCCCO[C@H](CN(C)Cc2ccncc2)[C@@H](C)CN([C@@H](C)CO)C(=O)c2cc(NS(=O)(=O)c3ccccc3)ccc2O1
  x, -3.2, -3.6%, 12.6%, 4.8%, 6.9%, u, x, 6.5
- COC(=O)[C@@]1(C)[C@H]2C(=O)N(Cc3ccccc3)C(=O)[C@H]2[C@H]2CN(C)C(=NC3CCCCC3)N21
  -2.7%, -0.3, -1.7%, 2.8%[38.3 µM], 3.9%, 2.4%, -9.0%, x, -6.6
- Cc1ccc(C2N=C(N)Nc3nc4ccccc4n32)cc1 (configuration not stated)
  0.4%&4.2%[57.1 µM], 1.8&-4.9&-4.9, -3.2%&-2.2%, 1.9%&-13.3%, 3.1%&-0.4%, -5.2%&3.5%, -28.2%&-12.5%, -0.7%&2.6%, -0.4&-2.0
- CCOc1ccc(NC(=O)NCCN2CCN(c3cc(Cl)ccc3C)CC2)cc1
  -7.9%, 0.7, -1.9%, 3.8%, -8.2%, -0.5%, -26.2%, -2.6%, 3.2
- CCN(CC)C(=O)C(=O)c1cccn1-c1cccc(Cl)c1C#N
  9.3%[57.1 µM], 2.4, -3.8%, 7.3%, 1.6%, -2.1%, -6.7%, -2.6%, 2.6
- Cc1ccc(S(=O)(=O)N2CCCCC2)cc1C(=O)OCC(=O)NC(=O)NC12CC3CC(CC(C3)C1)C2
  -8.2%, 0.5, -3.4%, 2.7%, 1.2%, 0.1%, -4.3%, 4.6%, 1.3
- CC(Sc1nc(O)c(-c2ccccc2)c(=O)[nH]1)C(=O)Nc1ccc(Cl)cc1 (configuration not stated)
  12.9%[57.1 µM], 2.4, -4.1%, -2.0%, 0.9%, 14.1%, u, -0.4%, -5.2
- CC1Cc2cc(S(=O)(=O)N3CCC(C(=O)Nc4ccccn4)CC3)ccc2N1C(=O)C1CCC1 (configuration not stated)
  -2.2%, -0.4, 0.5%, 8.3%, 5.4%, -10.4%, -22.3%, 2.0%, 0.0
- CCCCOc1ccc(C(=O)NCC(=O)NCC(c2ccc(OC)cc2)N2CCOCC2)cc1 (configuration not stated)
  -6.3%, -3.3, -4.7%, 2.4%, 0.8%, 1.0%, -9.6%, 1.1%, 5.2
- CCOc1ccccc1C1C(C(=O)Nc2ccccc2)=C(C)Nc2nc(-c3ccccc3)nn21 (configuration not stated)
  -2.8%, 2.2, -2.7%, 3.9%, 2.8%, 7.1%, -25.6%, -0.6%, -1.6
- O=C(Cn1nnc(-c2ccc([N+](=O)[O-])cc2)n1)NNC(=O)c1ccccc1
  2.7%, -4.3, -1.8%, 3.4%, -1.1%, -11.3%, -13.2%, -0.8%, -6.1
- CCCNC(=O)COC(=O)/C=C/c1ccc(C)o1
  4.2%[57.1 µM], -1.9, -4.3%, -0.4%, 0.2%, 6.3%, -13.9%, 2.5%, -4.4
- C/C(=C\c1ccc2c(c1)OCO2)C(=O)c1c(C)cc(C)[nH]c1=O
  -15.3%, 0.1, -4.2%, 8.8%, -0.2%, 0.2%, -15.8%, -1.9%, -3.9
- CC(=O)Oc1ccc2c(C)c(CC(C)O)c(=O)oc2c1 (configuration not stated)
  x, -0.7, -0.4%, 5.4%, -0.9%, -2.5%, -0.3%, 8.0%, -2.4
- O=C(O)Cn1cc(C(=O)C(F)(F)F)c2ccccc21
  -1.2%[57.1 µM], 2.0, -1.4%, 0.0%, -8.2%, 1.0%, -22.3%, 2.8%, 6.4
- CN(C)c1nn2c(-c3ccccc3)nnc2o1
  x, 0.8, -2.9%, 10.9%, 0.6%, -1.2%, -18.6%, x, -7.3
- Cn1c(SCC(=O)c2ccccc2)nnc1C1CC1
  -2.5%, -4.0, 17.3%, -3.0%, 1.3%, -7.1%, 1.6%, 3.1%, -1.2
- CC(C)CNC(=O)NC1C(NC(=O)NCC(C)C)N(C)C(=O)N1C (configuration not stated)
  6.2%[57.1 µM], -5.6, -4.8%, -5.7%, 1.9%, -2.5%, -4.9%, 0.3%, 1.7
- Cc1cc(Oc2ccc(C#N)cc2)nc(NCc2ccccc2)n1
  -2.3%, -5.3, -5.3%, 10.3%, 1.7%, -1.6%, -26.9%, 2.0%, 12.1
- COCCN(C(=O)Cn1nnc2ccccc21)C(C(=O)NC1CCCC1)c1cccc(OC)c1OC (configuration not stated)
  -1.7%, -3.8, -2.8%, 9.4%, 0.1%, 5.3%, -26.2%, 3.6%, -5.9

# Screens: PubChem, National Center for Advancing Translational Sciences (NCATS)
